# Abeta rescue – compounds reversing amyloid beta toxicity in yeast | yeast expressing A-beta42, growth rescue, OD600, 48 h; response scale: 0% DMSO, 100% iron-clioquinol control | Potency, µM (top dose mostly 46.1 µM), for inactives: at the highest dose growth rescue, most hits filed as activators | actives 0.063% (n = 410,000) | AID 1347071; also: potency is read from the fitted curve at half-maximal effect; nearly all actives have a fitted effect of over 55% in size
#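 Growth rescue measured by 600 nm absorbance after 48 h yeast culture at 30 C with compound. Values normalized between DMSO and an equimolar ferric chloride plus clioquinol control.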
# MmCpn inh – M. maripaludis TRiC chaperonin inhibition | Potency, µM (titrated, usually from 76.9 µM), without a hit: at the highest dose activity, negative = inhibition, most hits filed as inhibitors | purified Mm-Cpn ATPase, ADP Transcreener TR-FRET | actives 0.031% (n = 330,000); also: potency is read from the fitted curve at half-maximal effect; % is scaled to controls: 0 for no effect and ±100 for the full control effect; nearly all actives have a fitted effect of over 80% in size
#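 ATPase read-out: TR-FRET ADP immunoassay (anti-ADP Eu cryptate vs ADP-d2), ex 320 nm, em 590/665 nm; signal drops as ADP forms. Enzyme 25 nM, ATP 10 uM, 30 min at 37°C after 10 min compound preincubation.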
# TGFb SMAD3 inh – TGF-b pathway inhibition; actives 1.2% (n = 410,000); AID 588855; Potency, µM (highest dose often 46.1 µM), without a hit: at the top dose activity, negative = inhibition, hits mostly inhibitors; HepG2 CAGA-GFP TGF-b/SMAD3 reporter, GFP fluorescence, 18 h; TGF-beta stimulated, 500 pg/mL final; also: potency is read from the fitted curve at half-maximal effect; % is scaled to controls: 0 for no effect and ±100 for the full control effect; nearly all actives have a fitted effect of over 65% in size
#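 First, reporter cells (HEPG2 CAGA-GFP) rested 2 h at 37 degrees C. Next, compounds were pinned in and TGF-beta added to 500 pg/mL final. After 18 h, GFP was imaged per cell and summed per well.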
# Nrf2 activator – activators of Nrf2 (ARE) signaling | Potency, µM (series often up to 46.1 µM), for the others: at the top dose activation, actives largely listed as activators | AREc32 ARE-luciferase reporter (MCF7-derived line), luminescence, 24 h | actives 0.31% (n = 410,000); also: potency is read from the fitted curve at half-maximal effect; % of control where 0% means no effect; nearly all actives have a fitted effect of over 65% in size
#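 Steps: seed AREc32_Fluc cells (1000/well, 5% FBS OPTI-MEM); incubate overnight at 37 deg C; add 23 nL compound; incubate 24 hr; add Steady-Glo; hold 30 min RT; read luminescence.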
# HepG2 viability – kills HepG2 cells in TGF-b inhibitor counter-screen | HepG2 CAGA-GFP viability, ATP luminescence, 18 h | Potency, µM (highest dose often 46.1 µM), for inactives: at the highest dose activity change, negative = cytotoxicity, most hits filed as cytotoxic | actives 0.76% (n = 410,000) | AID 588856; also: potency is read from the fitted curve at half-maximal effect; some results filed as inactive show a strong effect at the top dose
#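 HepG2 CAGA-GFP cells (1000/well, DMEM with 1% FBS) received compound, then TGF-beta at 500 pg/mL final, and were incubated 18 hours at 37 degrees C. Viability was read by CellTiter-Glo luminescence. Media-only wells were set as complete cell-killing and DMSO as no toxicity.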
# pAkt inh – inhibitors of Akt phosphorylation. Neuro2A IGF-stimulated pAkt S473 HTRF, 20 min; stronger effect = lower value. AID 651550. activity change, % for hits at 50 µM. actives 0.32% (n = 360,000); in the data active = activity change below about -80%; inconclusive = mostly about -51% to -80%; also: % is scaled to controls: 0 for no effect and ±100 for the full control effect
#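 Neuro2A cells in DMEM with 0.5% FBS, overnight at 37 deg C, given compound at single 50 µM final, then IGF (6 nM final) for 20 min at 37 deg C. Lysed; phospho-Akt Ser473 by HTRF after 24 h, 665/615 ratio.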
# A549 tox – kills or reduces viability of A549 cells in Nrf2 counter-screen | A549 ARE-Fluc cells, CellTiter-Fluor viability, 18-24 h | Potency, µM (titrated, usually from 46 µM), inactives show at the top dose activity change, negative = cytotoxicity, actives largely listed as inhibitors | actives 0.16% (n = 390,000); also: potency is read from the fitted curve at half-maximal effect; % is scaled to controls: 0 for no effect and ±100 for the full control effect
#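 A549 ARE_Fluc cells in 5% FBS OPTI-MEM were exposed to compounds in concentration-response for 18-24 h at 37 deg C. Viability was read by CellTiter-Fluor fluorescence (Ex 405/Em 525) after 30 min, before the luciferase read.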
# CCT modulator – modulators of cytosolic chaperonin (CCT/TRiC) activity; purified chaperonin ATPase assay, HTRF ADP detection, 30 min; activity change, % (test concentration not listed), hits read low; actives 0.3% (n = 360,000); in the data active = activity change below about -30%; also: % is scaled to controls: 0 for no effect and ±100 for the full control effect
#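 ATPase activity: ADP formed was measured by HTRF Transcreener (665/615 nm ratio) after 30 min at 37 deg C with 10 uM ATP. Compounds screened at one 76 uM concentration against 40 or 20 nM TRiC in Tris pH 7.4/KCl/MgCl2/DTT buffer.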
# Nrf2 block – inhibitors of Nrf2 signaling. A549 ARE-Fluc reporter, luciferase luminescence, 18-24 h. Potency, µM (highest dose often 46 µM), without a hit: at the top dose activity change, negative = inhibition, actives largely listed as inhibitors. actives 2.1% (n = 360,000). AID 504444; also: potency is read from the fitted curve at half-maximal effect; % is scaled to controls: 0 for no effect and ±100 for the full control effect; nearly all actives have a fitted effect of over 60% in size
#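 Concentration-response testing used A549 ARE_Fluc cells at 5000 cells/well. Following an 18-24 h compound incubation, viability was read by fluorescence (Ex 405/Em 525) and luciferase output by luminescence.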
# The depositor's hits bear a star; i = inactive; ? = inconclusive; / = not tested or not shown; [ ] = dose if it differs, or a comment. Unless noted, calls follow the shape of the dose curve; as a rule, active = well fitted curve in the direction sought with a large enough effect; inconclusive = small, poorly fitted or top-dose-only effect, or another doubt; inactive = no such curve, though single readings can be large; an effect the other way counts as inactive or inconclusive. These rows are one share of the data; count on the stated rates, not on these rows.
SMILES,Abeta rescue,MmCpn inh,TGFb SMAD3 inh,Nrf2 activator,HepG2 viability,pAkt inh,A549 tox,CCT modulator,Nrf2 block
O=C(Nc1cccc2ccccc12)c1nn(C23CC4CC(CC(C4)C2)C3)cc1Br,18.9%,-1.2%,?,-0.3%,-6.7%,i,5.6%,2.0,/
O=C(NCC1=C(c2ccc3ccccc3c2)C[C@@H]2CC[C@H]1N2Cc1ccco1)c1cccs1,5.1%,/,0.8%,0.2%,-42.5%,i,/,0.6,/
O=C(CCc1nnc2ccc(NCc3ccc(F)cc3)nn12)N1CCC2(CC1)OCCO2,-4.2%,-2.1%,12.2%,0.1%,4.9%,i,3.3%,-0.5,-1.5%
CCC12C=CCN3CCC4(c5cc(Br)c(OC)cc5N(C)C4C(O)(C(=O)OC)C1OC(C)=O)C32 (configuration not stated),7.0%,-9.6%,-4.7%,0.4%,-20.0%,i,-8.4%,-1.7,-22.9%
NC(Cc1ccccc1)c1nc2ccccc2[nH]1 (configuration not stated),-19.1%,-0.6%,-1.2%,2.8%,-17.5%,i,-9.4%,-0.7,1.4%
C=CC[C@@H](CC/C=C/C=C/CC/C=C\[C@@H]1CSC([C@@H]2C[C@@H]2C)=N1)OC,5.5%,-0.9%,14.1µM*,?,-58.9%,i,-4.0%,0.7,?
Cc1ccc(-c2cc(C(F)F)n3ncc(C(=O)N4CCC5(CC4)OCCO5)c3n2)cc1,-9.7%,-6.0%,?,-0.9%,-14.6%,i,-4.1%,-4.4,/
FC(F)(F)c1ccc(CNCCc2ccc3c(c2)OCO3)cc1,-3.2%,-1.1%,-2.0%,-0.2%,-32.8%,i,-7.3%,1.4,7.2%
CCCCCn1c(=O)c(C(=O)Nc2ccccc2S(N)(=O)=O)c(O)c2ccccc21,-5.1%,-1.0%,?,0.0%,-16.1%,i,?,-1.7,?
O=C(O)c1cccc2c1NC(c1cccc([N+](=O)[O-])c1)C1CC(Sc3ccccc3[N+](=O)[O-])C(Cl)C21 (configuration not stated),-16.7%,2.3%,-4.4%,5.4%,-7.9%,i,-18.3%,-46.2*,-9.4%
COC(=O)CC1(CC(=O)OC)C(=O)N(c2ccccc2)C(=O)N(c2ccccc2)C1=O,3.0%,-5.2%,4.5%,-1.1%,-0.2%,i,2.9%,1.3,14.1%
CCCCn1c(O)c(C(C)=NCCCN(CC)CC)c(=O)[nH]c1=O,18.5%,-0.4%,6.6%,0.3%,-24.4%,i,?,2.9,5.0%
COc1cccc(-n2nc(C(=O)N3CCC4(CC3)OCCO4)c3ccccc3c2=O)c1,11.0%,-0.5%,1.9%,0.1%,6.0%,i,1.7%,-2.5,/
Nc1cc(N2CCNCC2)ccc1[N+](=O)[O-],5.0%,0.1%,-6.6%,0.1%,3.1%,i,-25.6%,2.3,-11.4%
CC(=O)C1CCC2C3CCC4CC(O)CCC4(C)C3CCC12C#N (configuration not stated),-3.6%,/,-4.1%,0.1%,-17.5%,i,/,0.4,/
CN=C(SCc1cc2c(cc1Cl)OCO2)c1c(O)n(C)c(=O)n(C)c1=O,-22.2%,0.9%,2.9%,-0.2%,-29.7%,i,-5.7%,1.0,-18.3%
Cc1ccc2c(c1)CC1(CN2C)C(=O)NC(=O)N(c2ccc(C)c(C)c2)C1=O (configuration not stated),5.5%,1.3%,12.7%,0.3%,4.3%,i,-3.3%,-6.3,8.1%
CN1C(=O)C(C2c3ccccc3C(=O)N2Cc2ccccc2)C(=O)N(C)C1=O (configuration not stated),5.5%,-0.7%,12.5%,0.3%,60.1%,i,0.5%,1.5,/
O=C(CN1C(=O)CN=C(c2ccccc2)c2ccccc21)NCc1ccco1,23.9%,2.8%,-6.8%,2.1%,-19.2%,i,0.6%,0.5,-17.3%
CN1CCN(C(=O)COc2ccc(S(=O)(=O)NCc3ccccc3)cc2Cl)CC1,-2.2%,-0.9%,2.7%,-0.7%,-0.5%,i,-2.0%,-5.2,-6.8%
CO[C@@H]1C=CC23c4cc5c(cc4CO[C@]2(O)CN(C)[C@H]3C1)OCO5 (some centres not stated),0.9%,0.3%,-4.9%,2.8%,1.5%,i,?,-2.0,3.6%
C[C@]12CCC(=O)C(O)=C1CC[C@@H]1[C@@H]2CC[C@]2(C)C(=O)CC[C@@H]12,-18.5%,-7.8%[15.4 µM],23.3%,0.6%,-1.3%,i,-3.0%,-1.4,-8.7%
C[C@@H]1C[C@@H]([C@H](O)CC2CC(=O)NC(=O)C2)C(=O)[C@@H](C)C1,?,0.3%,1µM*,-2.5%,-25.1%,i,?,-0.8,0.581µM*
Cn1c(O)c(C=Nc2ccccc2)c(=O)n(C)c1=O,-20.3%,-1.1%,5.1%,-0.6%,-15.0%,i,2.5%,-3.2,-7.9%
O=C1c2ccccc2-n2nnc(-c3ccccc3)c2C2c3cc(Br)ccc3CCN12 (configuration not stated),-0.2%,/,-17.8%,7.4%,-4.3%,i,/,-4.9,/

# Looked up one by one from the list above (two):
SMILES,Abeta rescue,MmCpn inh,TGFb SMAD3 inh,Nrf2 activator,HepG2 viability,pAkt inh,A549 tox,CCT modulator,Nrf2 block
CCCCCn1c(=O)c(C(=O)Nc2ccccc2S(N)(=O)=O)c(O)c2ccccc21,-5.1%,-1.0%,?,0.0%,-16.1%,i,?,-1.7,?
CCCCn1c(O)c(C(C)=NCCCN(CC)CC)c(=O)[nH]c1=O,18.5%,-0.4%,6.6%,0.3%,-24.4%,i,?,2.9,5.0%

# Other entries follow.
SMILES,Abeta rescue,MmCpn inh,TGFb SMAD3 inh,Nrf2 activator,HepG2 viability,pAkt inh,A549 tox,CCT modulator,Nrf2 block
O=C(c1ccco1)C12CN3CN(CN(C3)C1)C2,-12.5%,0.6%,8.7%,-0.9%,-3.1%,i,9.3%,-0.8,?
O=c1[nH]c2ccccc2n1C1CCN(C(c2ccnc3ccccc23)c2nnnn2Cc2ccccc2)CC1 (configuration not stated),9.3%,/,?,3.9%,-1.6%,i,/,-1.8,/
Brc1ccccc1Cn1c(-c2cncs2)nc2ccccc21,1.1%,0.2%,-3.0%,-0.2%,-23.5%,i,-6.5%,3.4,?
Cc1ccc(NC(=O)c2ccc(C)c(S(=O)(=O)N3CCCCC3)c2)nc1,8.7%,0.4%,0.0%,-0.5%,0.5%,i,-1.2%,-0.3,-12.4%
COc1cccc(/C=C/c2nc3ccccc3c(=O)n2-c2ccc(Cl)cc2)c1OC,5.2%,/,-22.4%,3.5%,-23.6%,/,-1.6%,/,/
O=P(NC1CCCCC1)(Oc1ccccc1)Oc1ccccc1,?,/,-5.9%,0.2%,3.3%,i,?,0.4,-8.0%
CC(C)OC(=O)Nc1ccc(N=C(N)N[N+](=O)[O-])cc1,-7.0%,-2.3%,16.5%,-0.3%,11.9%,i,-11.7%,1.1,-0.3%
CC(N)Cc1c[nH]c2ccc(OCc3cccs3)cc12 (configuration not stated),1.4%,/,16.3%,7.2%,-9.0%,i,-10.4%,-3.0,12.0%
Cc1cc(OCC(=O)N2CCC(C(=O)O)(c3ccccc3)CC2)c2c(C)c(C)c(=O)oc2c1,-21.0%,-7.3%,9.1%,0.7%,-7.0%,i,2.5%,0.1,-5.0%
C=CCn1c(O)c(C(C)=NCc2cccnc2)c(=O)[nH]c1=O,0.8%,-1.4%,-0.9%,2.4%,-4.2%,i,6.4%,-0.5,-26.2%
CCCCOc1ccc(CCN)cc1Cl,-7.0%,-2.4%,?,3.5%,-75.9%,i,9.2%,-2.3,13.9%
CCC(=Nc1cc(OC)ccc1OC)c1c(O)[nH]c(=O)[nH]c1=O,-1.2%,-1.9%,3.2%,-0.6%,18.1%,i,-1.3%,-1.0,19.0%
CC(=NCC1CCCO1)c1c(O)n(-c2ccc(C)cc2)c(=O)[nH]c1=O (configuration not stated),21.9%,0.8%,-9.2%,0.0%,-3.7%,i,2.6%,-0.9,-5.5%
Cc1cc(N2CCCC2)ccc1C=C(C#N)C#N,2.7%,-2.4%,4.4%,9.8%,-20.6%,i,0.9%,1.8,3.2%
C[C@]12CCC3C(CC[C@H]4C[C@@H](O)CC[C@]34C)C1C[C@@H](O)[C@H]2O (some centres not stated),5.4%,0.5%,25.3%,-1.1%,6.7%,i,-2.3%,-0.3,-26.4%
COc1cccc(C(=O)N/N=C(/c2ccccc2)c2ccccn2)c1,11.0%,1.2%,?,-0.4%,-32.7%,i,?,-1.2,10µM*
CC1CN(C(=O)CCC(=O)N2CCC3(CC2)OCCO3)c2cc(Cl)ccc2O1 (configuration not stated),-1.9%,2.5%,1.0%,-0.1%,-7.6%,i,-1.8%,1.6,2.9%
COc1ccc2nc(NC(=O)CCc3nc(C4=CCN(C)CC4)no3)sc2c1,0.7%,0.4%,-24.1%,-0.5%,-34.7%,i,-6.4%,0.6,23.6%
O=c1[nH]c(=O)n(C2CCCCCC2)c(O)c1C=NC1CCN(Cc2ccccc2)CC1,-2.9%,1.4%,-27.8%,-0.3%,-22.6%,i,-0.9%,-4.1,-20.3%
COc1ccc(OCC(=O)N2CCN(CC3CC4C=CC3C4)CC2)cc1 (configuration not stated),-2.3%,0.1%,12.0%,0.0%,4.2%,i,-7.1%,-18.3,-8.3%
CCOc1cc2c(cc1OCC)-n1cccc1C(c1ccc(OC)c(O)c1)NC2 (configuration not stated),11.7%,1.2%,0.0%,5.4%,-37.7%,i,-4.7%,-4.9,-7.6%

# High-throughput results: PubChem, National Center for Advancing Translational Sciences (NCATS)
